Screening results deposited in PubChem by Sanford-Burnham Center for Chemical Genomics.
MKP-3 inhibition: inhibition of rat DUSP6 enzyme activity – biochemical, in vitro, primary screen (AID 425). recombinant MKP-3 phosphatase activity, fluorescence; higher % means a stronger effect. one-dose inhibition, % at 20 µM; IC50 in µM for titrated hits. 110,000 tested, 0.17% active; in the data active means inhibition above about 50%;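 further: plate controls were vehicle for no effect and reference inhibitor for full effect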
Hsp70 displacement: Hsp70 inhibitors, probe displacement, primary screen, biochemical, fluorescence polarization (AID 583) | Hsp70 fluorescence polarization probe displacement, mP; higher % means a stronger effect | displacement, % at 20 µM; hits with a dose series show IC50 in µM | 140,000 tested, 0.06% active; in the data active means displacement above about 50%;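 further: plate controls were vehicle for no effect and reference ligand for full effect; a part of the inactive calls stands beside numbers as strong as those of hits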
* = called active by the depositor; x = not tested or not shown; & = joins results of further samples. This is a subset; count on the stated rates, not on these rows.

SMILES	MKP-3 inhibition	Hsp70 displacement
Cc1ccc(C(=O)OCC(=O)Nc2ccc3c(c2)OCO3)o1	-17.9%	-0.6%
COc1cccc(-c2nnn(CC(=O)NC3CCCC3)n2)c1OC	1.4%	-0.6%
O=C(Cc1cn2ccsc2n1)Nc1nc2c(s1)CN(Cc1ccccc1)CC2	-5.2%	-5.0%
O=C(N/C(=C\c1cccs1)C(=O)N1CCCCCC1)c1ccccc1	x	-1.5%
COc1ccc(OC)c(Nc2cc(C)nc3nc(C)nn23)c1	-1.0%	2.0%
O=C(Cc1ccc(F)cc1)NC1CCCC1	x	-3.4%
Cc1ccccc1N1CCN(CCCOc2ccc3c(C)cc(=O)oc3c2)CC1	x	3.5%
O=C(NCC(=O)N(Cc1cccs1)C(C(=O)NC1CCCC1)c1cccnc1)c1ccco1 (configuration not stated)	x	0.9%
CCCOc1ccccc1NC(=O)CC1Nc2ccccc2NC1=O (configuration not stated)	-1.7%	-17.1%
CCC(=O)N1CCCc2cc(S(=O)(=O)N3CCCc4ccccc43)ccc21	-0.3%	1.8%
C=CCn1c(-c2cccc(Br)c2)n[nH]c1=S	0.1%	0.9%
CCCc1nnc(NC(=O)CNc2ccc(F)cc2)s1	-9.1%&1.9%	-4.5%&1.3%
CCOc1ccc(N(CC(=O)NC2CCCCC2)S(=O)(=O)c2c(C)noc2C)cc1	-7.3%	x
COc1ccc(CC(=O)N(Cc2cc3cc(OC)ccc3[nH]c2=O)C(C)C)cc1	1.6%	-4.7%
Cc1ccc(N2C(=O)NC(=O)/C(=C\c3ccc(OCC(=O)O)c(Br)c3)C2=O)cc1	3.2%	3.2%
O=C(Nc1ccccc1)c1cnc[nH]1	-9.7%	-5.1%
Cn1c2ccccc2c2cnn(CC(=O)O)c(=O)c21	7.6%	-4.0%
CCc1ccccc1NC(=O)c1cc(C2CC2)on1	-9.1%	-2.4%
O=[N+]([O-])c1cccc(-c2n[nH]c(-c3ccccc3)c2-c2nc3ccccc3[nH]2)c1	-0.3%	-0.2%
CCc1cc2c(=O)c(-c3nc4ccccc4n3C)c(C)oc2c(CN2CCOCC2)c1O	-4.9%&0.7%	-6.6%&-0.2%
O=C(CCCN1C(=O)C2C3C=CC(C3)C2C1=O)N1CCN(c2ccccc2)CC1 (configuration not stated)	-3.1%	1.1%
COc1ccccc1NC(=O)CN1C(=O)c2ccccc2C1=O	-2.3%	1.1%
CCCCNC(=O)Nc1c(C(=O)OCC)[nH]c2ccccc12	-11.4%	8.3%
COc1cc(/C=N\Nc2nnc(C)c(=O)[nH]2)cc([N+](=O)[O-])c1O	0.3%	3.6%
COc1ccc(NC(=O)CCCn2c(=O)[nH]c3ccccc3c2=O)cc1	-4.7%	-1.1%

New compounds follow.
SMILES	MKP-3 inhibition	Hsp70 displacement
CCN(CC)CCNC(=O)CCCCCn1c(=O)[nH]c2cc(C(=O)OC)ccc2c1=O	x	0.4%
CN(CCc1ccccn1)C(=O)c1nn2c(C(F)(F)F)cc(-c3ccco3)nc2c1Cl	1.3%	-1.6%
CCCCN1C(=O)C2C(C(=O)Nc3cccc(OC)c3)C3C=CC2(O3)C1C(=O)NC1CCCCC1C (configuration not stated)	2.4%	0.2%
O=C(CC1S/C(=N\N=C\c2ccccc2)NC1=O)Nc1ccc(C(=O)O)cc1 (configuration not stated)	0.4%	8.3%
Cc1cccc(-n2ccnc2SCC(=O)Nc2nnc(C)s2)c1	-0.4%	-0.9%
CCOC(=O)CC(=O)CSc1nc(C)c2cc(OCC)ccc2n1	-3.9%	5.7%
CC(=O)Nc1ccc(NC(=O)c2cc(Cl)ccc2Cl)cc1	-3.4%	2.0%
COC(=O)Nc1c(-c2ccccc2)nc2ccc(C)cn12	-11.2%	1.3%
CCOC(=O)c1cccc(NC(=O)c2ccncc2)c1	2.2%	-1.8%
CCCCn1c(CCC(=O)O)ccc1-c1cccs1	-1.6%	-3.7%
Cc1ccccc1NC(=O)CSc1ccc(Cl)cc1Cl	-1.8%	1.9%
CCC1CCc2c(sc3nc(SCC(=O)NCc4ccco4)n(-c4ccccc4)c(=O)c23)C1 (configuration not stated)	4.3%	1.0%&-0.4%
CCOP(=O)(OCC)C(Nc1ccc(I)cc1)c1ccc(O)cc1 (configuration not stated)	-1.4%	0.2%
C=CCc1ccccc1OCC(=O)NN	-0.9%	6.2%
Cc1cc(C)nc(/N=C(\N)Nc2cc(C(F)(F)F)ccc2Cl)n1	0.2%	-3.8%
Cc1cc(N(CN2CCCC2=O)C(=O)c2ccc(F)cc2)no1	-4.8%	0.4%
CCOC(=O)C1CCN(C(c2cccnc2)c2c(NC(=O)c3ccco3)sc(C)c2C)CC1 (configuration not stated)	4.4%	-4.3%
C1CCN(c2nc3nonc3nc2N2CCCCC2)CC1	-7.2%&-0.6%	9.7%&-2.0%
CC(C)=CC(=O)Nc1nnc(C(C)C)s1	x	4.6%
Cc1cc(N2CCN(C(=O)c3ccco3)CC2)nc(-c2ccccc2)n1	-8.7%	5.0%
O=C1Nc2c(c(=O)[nH]c(=O)n2-c2ccccc2)C1(Nc1ncccn1)C(F)(F)F (configuration not stated)	-0.8%	-2.9%
CCOC(=O)N1CCC(NC(=O)CSc2cc(=O)n(C)c3ccc(Cl)cc23)CC1	-3.8%	-2.2%
C=CCOC(=O)C1C(=O)CC(C)(O)C(C(=O)OCC=C)C1c1ccc(OC)cc1 (configuration not stated)	3.0%	-4.5%
COc1ccccc1C1C(C(N)=O)=C(C)Nc2nc(-c3ccc(Cl)cc3)nn21 (configuration not stated)	-5.1%	-0.7%
Cc1onc(-c2ccccc2Cl)c1C(=O)NCc1cccnc1	-5.3%	-3.6%

Given with values under each structure: two of the compounds above.
The line under a structure holds: MKP-3 inhibition | Hsp70 displacement
CCCCN1C(=O)C2C(C(=O)Nc3cccc(OC)c3)C3C=CC2(O3)C1C(=O)NC1CCCCC1C (configuration not stated)
→ 2.4% | 0.2%
CN(CCc1ccccn1)C(=O)c1nn2c(C(F)(F)F)cc(-c3ccco3)nc2c1Cl
→ 1.3% | -1.6%

Next entries follow:
SMILES	MKP-3 inhibition	Hsp70 displacement
CCCCS(=O)(=O)Nc1ccc(C(=O)NCC2CCCO2)cc1 (configuration not stated)	-2.8%	-1.2%
COc1ccc(NC(=O)C2CCCN(S(=O)(=O)c3cccc4cccnc34)C2)c(OC)c1 (configuration not stated)	-2.2%	0.8%
CCOc1ccc(N/C=C\C(=O)c2ccc3c(c2)OCO3)cc1	-2.2%	2.6%&-24.2%
O=C(COC(=O)c1ccc(O)cc1)Nc1ccc(N2CCCCC2)cc1	x	-6.2%
COc1ccc(C(c2nnnn2Cc2ccc(F)cc2)N2CCN(c3ccc(OC)cc3)CC2)cc1 (configuration not stated)	-9.2%	-0.3%
C/C(=N\Nc1nc(-c2ccccc2)cs1)c1ccc([N+](=O)[O-])cc1	2.5%	-2.4%
COc1ccc2cc(CCNC(=O)C3CC3)c(=O)[nH]c2c1	-1.3%	3.0%
CCNC(=O)CC1S/C(=N\N=C(/C)c2ccc([N+](=O)[O-])cc2)NC1=O (configuration not stated)	1.1%	3.2%
Cc1cc(N(CN2CCCC2=O)C(=O)c2ccccc2)no1	-10.5%	-2.2%
COc1ccccc1NC(=O)CCNC(=O)Cn1ccc2ccccc2c1=O	-0.1%	-1.1%
CC(C)(C)n1nnnc1C(c1cc2cc3c(cc2[nH]c1=O)OCCO3)N1CCSCC1 (configuration not stated)	-9.9%	-2.2%
O=C(NCc1cccnc1)NC1(c2ccccc2)CC1	-5.5%	-4.4%
CCOc1ccc(/C=C2\SC(=S)N(CCC(=O)N3CCN(C)CC3)C2=O)cc1	3.0%	2.2%
NC(=O)CSc1ccc(Br)cc1	-14.3%	3.6%
CCOC(=O)c1c(NC(=O)C(CC)Oc2ccccc2)sc(C(=O)N(CC)CC)c1C (configuration not stated)	0.7%	6.4%
Cc1ccc(C(CC(=O)NCc2ccco2)c2ccccc2)c(O)c1 (configuration not stated)	x	4.0%
CSc1ccccc1NC(=O)CN(c1cccc(C)c1)S(C)(=O)=O	-13.1%	0.6%
CN1C(=O)/C(=N\OC(=O)c2cccc(F)c2)c2ccccc21	3.7%	-1.3%
Cc1ccc(CN(c2ccc(C(=O)N3CCCC3)cc2)S(C)(=O)=O)cc1	-7.7%	2.5%
COC(=O)C1C(=O)c2c(n[nH]c2C)CC1(C)C (configuration not stated)	-2.3%	-1.1%
Cc1cccc(CSc2nnc(-c3cccs3)n2Cc2ccco2)c1	x	-6.5%
O=C1CC2CS(=O)(=O)CC2N1c1ccc(Cl)cc1Cl (configuration not stated)	3.1%	1.2%
Cc1ccc2nc(SCC(=O)Nc3cccc([N+](=O)[O-])c3)[nH]c2c1	0.8%	7.1%
Cc1ccc(NC(=O)CSCC(=O)Nc2ccc(N3CCOCC3)c(Cl)c2)cc1	x	2.8%
COc1ccc(NC(=O)CSc2nnc(-c3ccoc3C)n2CCc2ccccc2)cc1	-3.7%	-2.8%

(listing goes on)
SMILES	MKP-3 inhibition	Hsp70 displacement
C=CCN1C(=O)/C(=C\c2ccc(OC(=O)c3ccc(Cl)cc3Cl)cc2)SC1=S	3.1%	-3.1%
CCOC(=O)N1CCC(NC(=O)C2CCCN(Cc3nc(-c4cccc(Cl)c4)oc3C)C2)CC1 (configuration not stated)	1.8%	x
Cc1cc(NC(=O)Nc2cccc3ccccc23)no1	2.6%	2.1%
O=S(=O)(Nc1ccc(N2CCOCC2)cc1)c1ccc2ccccc2c1	x	4.1%
c1ccc(C2=NNC(=NC3CC3)SC2)cc1	x	1.3%
CC(C)(C)NC(=O)C1CCCN(S(=O)(=O)c2cccc3cccnc23)C1 (configuration not stated)	-2.0%	-3.3%
COC(=O)[C@@H](N)Cc1ccc(O)cc1	-4.0%	4.7%
COc1cccc(-n2ccnc2SCC(=O)N2CCc3ccccc32)c1	-4.4%	-0.3%
NC(=O)COc1cccc2cccnc12	x	4.8%
Cc1cnnn1-c1cccc([N+](=O)[O-])c1	-2.4%	2.0%
Cc1ccc(C2CC(C(F)(F)F)n3nc(C(=O)NCCN4CCOCC4)cc3N2)cc1 (configuration not stated)	5.2%	6.0%
O=C(c1ccc(F)cc1)N1C2CCC1CC(O)(c1ccc(F)cc1)C2 (configuration not stated)	x	-1.1%
CCOCCCNC(=O)CCCOc1ccccc1	-4.6%	-2.4%
Cc1ccc(/C(N)=N/OC(=O)c2cccc(C)c2)cc1	-0.3%	6.0%
O=C(CSCCc1ccccn1)Nc1cccnc1	3.4%	2.1%
Cc1ccc(CSc2ncccc2C(=O)O)cc1	x	-8.4%
Cc1cc(C)c(NC(=O)COc2cc(C)c(Cl)c(C)c2)c(C)c1	4.1%	-0.9%
CCC1CCCCN1C(=O)CSc1nnc(-c2c[nH]c3ccccc23)o1 (configuration not stated)	-9.3%	1.3%
O=C(Nc1nc2ccc(Cl)cc2s1)c1ccc(Br)cc1	1.9%	-0.7%
O=C(OCC(=O)N1CCN(C(=O)c2ccco2)CC1)c1ccc(S(=O)(=O)N2CCCCC2)cc1	-15.3%	5.0%
CCOc1cc(C)c(Cl)cc1S(=O)(=O)NCc1ccco1	-9.6%	-1.8%
O=C(Nc1ccccc1N1CCCC1)c1ccc2c(c1)OCO2	-2.0%	0.4%
CCOC(=O)C1=C(SCC(=O)Nc2ccccc2)NC(=O)C(C#N)C12CCCCC2 (configuration not stated)	-1.8%	1.0%
CN(C)NC(=O)C1CCC(C)(C(=O)O)C1(C)C (configuration not stated)	0.1%	-6.3%
Cc1ccc(C)n1-n1c(C)nc2scc(-c3cccs3)c2c1=O	4.9%	-1.7%

Entries of single compounds as entered above. Screens in order: MKP-3 inhibition | Hsp70 displacement
Listed for CN1C(=O)/C(=N\OC(=O)c2cccc(F)c2)c2ccccc21 : 3.7% | -1.3%
Listed for Cc1ccc(CN(c2ccc(C(=O)N3CCCC3)cc2)S(C)(=O)=O)cc1 : -7.7% | 2.5%
Listed for CCCOc1ccccc1NC(=O)CC1Nc2ccccc2NC1=O (configuration not stated) : -1.7% | -17.1%
Listed for Cc1cc(N(CN2CCCC2=O)C(=O)c2ccc(F)cc2)no1 : -4.8% | 0.4%
Listed for Cn1c2ccccc2c2cnn(CC(=O)O)c(=O)c21 : 7.6% | -4.0%

(listing goes on)
SMILES	MKP-3 inhibition	Hsp70 displacement
Cc1cc(Cl)ccc1OCC(=O)Nc1ccc([N+](=O)[O-])cc1	2.6%	-1.3%
O=C1C(=O)N(CCCn2ccnc2)C(c2cccc(F)c2)/C1=C(\O)c1ccc(Cl)cc1 (configuration not stated)	2.9%	1.7%
Cc1ccc(S(=O)(=O)N(C)c2ccc(OCC(=O)O)cc2)cc1	x	4.5%
CC(=O)c1c(C(C)=O)c(C)n(NC(=O)c2cccnc2)c1C	-5.8%	3.7%
COCC(O)CSCc1ccccc1 (configuration not stated)	0.1%	1.9%
O=C1CCC(=O)N1c1ccc(CSc2nnnn2C2CCCCC2)cc1	-7.8%	13.4%
C=CCC(NCc1ccccc1)c1ccc(C)o1 (configuration not stated)	x	-2.1%
N#C/C(=C/c1ccc(OCC(=O)O)cc1)C(=O)Nc1cccc(Br)c1	4.6%	-1.3%
COCCNC(=O)Cn1cnc2ccc(S(=O)(=O)N3CCC(C)CC3)cc2c1=O	13.9%	6.0%
Cc1noc(C)c1S(=O)(=O)N1CCCC(C(=O)NC2CCCCC2)C1 (configuration not stated)	x	-4.4%
CC1(C)CC(=O)C2=C(C1)N=C1c3ccccc3C(=O)C1C2c1ccc(Br)cc1 (configuration not stated)	0.1%	7.5%
Cc1cccc2cc(CN(Cc3cccnc3)C(=O)c3ccncc3)c(=O)[nH]c12	-0.9%	2.3%
O=C(CN1CCN(c2nc(-c3ccc(Cl)cc3)cs2)CC1)NCc1ccco1	2.9%	-9.2%
O=C(NCCCn1ccnc1)C1CC2CCC1C2 (configuration not stated)	x	-3.3%
CCOc1ccc(C(=O)Nc2cccc(C(C)=O)c2)cc1	0.7%	4.5%
CC1CCN(CCc2nc3cc(NC(=O)Nc4ccccc4)ccc3n2C)CC1	0.7%	-1.0%
